Bioassay records (PubChem BioAssay)
RXFP1 antag: blocks the human relaxin receptor RXFP1 | HEK293-RXFP1, relaxin-stimulated cAMP HTRF, 30 min; stronger effect = lower value | activity change, negative = inhibition, % at 57.5 µM | Q9HBX9 | actives 0.59% (n = 350,000);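 active = activity change of -60% or lower, but not beyond a set lower limit; inconclusive = change between -60% and -40%, or beyond the set limit; inactive = change above -40%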; also: % is scaled to controls: 0 for no effect and ±100 for the full control effect
D1 antag: blocks dopamine activation of the human D1 receptor; P21728; HEK293 TREx D1 cells, calcium flux, dopamine EC80; stronger effect = lower value; activity change, negative = inhibition, % at 10 µM; actives 3.2% (n = 360,000); in the data active = activity change below about -30%; also: % is scaled to controls: 0 for no effect and ±100 for the full control effect
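Compound effects on dopamine-evoked calcium signalling were measured in tetracycline-induced HEK293 Trex D1 cells. Dopamine at EC80 followed a 180 s compound pre-read, and fluorescence was tracked kinetically for 180 s more.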
RXFP1 ag: RXFP1 (human) receptor agonism | HEK293T-RXFP1 cAMP TR-FRET, 30 min; response scale: percent of porcine relaxin response, buffer zero | actives 0.3% (n = 370,000) | Potency, µM (series often up to 57.5 µM), inactives show at the top dose activation, hits mostly activators; also: potency is read from the fitted curve at half-maximal effect; % is scaled to controls: 0 for no effect and ±100 for the full control effect; nearly all actives have a fitted effect of over 60% in size; many of its hits are not listed in these tables
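HEK293T cells stably expressing RXFP1 were pretreated with the PDE4 inhibitor Ro 20174, exposed to compounds for 30 min at 37C, lysed, and cAMP was read by TR-FRET. Data normalized to buffer (basal) and 29 nM porcine relaxin (100%).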
TRHR ag: agonists of human TRH receptor; TRHR cells, calcium flux fluo-8, FDSS agonist mode; activation, % at 2 µM; actives 0.18% (n = 360,000); in the data active = activation above about 30%; also: 0% is about no effect
Target sequence (P34981 whole entry, looked up): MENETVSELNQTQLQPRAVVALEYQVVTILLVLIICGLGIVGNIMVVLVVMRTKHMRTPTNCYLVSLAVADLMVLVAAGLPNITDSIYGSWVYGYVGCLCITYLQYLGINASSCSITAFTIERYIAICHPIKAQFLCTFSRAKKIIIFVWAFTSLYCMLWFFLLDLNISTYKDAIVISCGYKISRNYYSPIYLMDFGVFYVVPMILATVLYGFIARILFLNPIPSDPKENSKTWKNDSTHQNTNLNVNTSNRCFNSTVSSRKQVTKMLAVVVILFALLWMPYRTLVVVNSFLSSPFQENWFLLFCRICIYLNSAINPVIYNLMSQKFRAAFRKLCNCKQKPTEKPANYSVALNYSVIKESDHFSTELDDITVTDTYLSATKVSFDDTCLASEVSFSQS
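Read-out: compound-evoked intracellular calcium rise in TRHR cells, fluo-8 dye, kinetic FDSS fluorescence at 1 s/cycle following a 10-cycle baseline. Cells cultured overnight before dye loading (30 min–1.5 h, RT).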
D2 PAM: D2 dopamine receptor (human) potentiation | P14416 | HEK293 T-REx D2, calcium flux, EC20 dopamine potentiation | potentiation, % at 10 µM | actives 0.34% (n = 340,000) | AID 485347;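 active = potentiation over 3 SD above the plate norm, cut at about 30% in these data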; also: 0% is about no effect
Target sequence (P14416 whole entry, looked up): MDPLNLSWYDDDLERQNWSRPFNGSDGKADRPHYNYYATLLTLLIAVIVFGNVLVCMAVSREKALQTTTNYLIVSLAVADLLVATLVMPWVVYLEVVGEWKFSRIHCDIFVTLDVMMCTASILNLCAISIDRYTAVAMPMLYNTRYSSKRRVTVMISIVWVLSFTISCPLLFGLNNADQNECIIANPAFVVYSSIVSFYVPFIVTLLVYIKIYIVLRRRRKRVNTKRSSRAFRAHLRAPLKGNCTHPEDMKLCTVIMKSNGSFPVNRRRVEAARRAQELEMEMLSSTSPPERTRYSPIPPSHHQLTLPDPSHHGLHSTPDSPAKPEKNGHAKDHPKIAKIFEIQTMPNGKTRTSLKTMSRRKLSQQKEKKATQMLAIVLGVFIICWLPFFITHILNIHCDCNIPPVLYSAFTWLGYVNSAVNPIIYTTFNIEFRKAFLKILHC
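Potentiation of an EC20 dopamine calcium response is measured in a force-coupled, tetracycline-inducible Hek293 Trex D2 line. Compound-only kinetic reads over 180 s flag agonists before dopamine addition.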
D1 potentiator: human D1 dopamine receptor positive modulation; P21728; potentiation, % at 10 µM; HEK293 TREx D1 cells, calcium flux, dopamine EC20 potentiation; actives 0.036% (n = 360,000); in the data active = potentiation above about 30%; also: 0% is about no effect
TRHR PAM: allosteric enhancers of human TRH receptor; TRHR cells, fluo-8 calcium fluorescence, EC20 TRH enhancement; P34981; actives 0.66% (n = 360,000); AID 493056; enhancement, % at 2 µM; in the data active = enhancement above about 30%; also: 0% is about no effect
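TRHR-expressing cells loaded with fluo-8 calcium dye were read kinetically (ex 480/em 530) during compound addition, then stimulated with an EC20 of TRH (10 nM final). Enhancement of the Gq-mediated intracellular calcium response was scored.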
Apoferritin bind: candidate novel general anesthetic via apoferritin binding. AID 485281. apoferritin/1-aminoanthracene competitive binding, fluorescence. actives 0.074% (n = 350,000). Potency, µM (titrated, usually from 77.5 µM), for the others: top-dose activity change, negative = displacement, usual class: inhibitors. P02791; also: potency is read from the fitted curve at half-maximal effect; % is scaled to controls: 0 for no effect and ±100 for the full control effect; nearly all actives have a fitted effect of over 20% in size
Target sequence (P02791 2-175 limits assumed): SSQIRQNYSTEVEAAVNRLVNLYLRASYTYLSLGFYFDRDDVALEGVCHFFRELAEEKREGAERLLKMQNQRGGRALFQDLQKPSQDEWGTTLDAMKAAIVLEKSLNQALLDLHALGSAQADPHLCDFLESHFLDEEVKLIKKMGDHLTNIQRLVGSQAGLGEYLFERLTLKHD
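Horse-spleen apoferritin (10 uM) in 50% saturated 1-aminoanthracene in PBS was incubated 10 min at room temperature with compound. Fluorescence (ex 380, em 535 nm) was normalized to free and bound 1-AMA, with concentration-response fitted by a four-parameter Hill equation.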
D1 ag: activates the human D1 dopamine receptor | P21728 | HEK293 T-REx D1 cells, calcium flux, agonist mode | activation, % at 2 µM | actives 1% (n = 360,000) | AID 504660; in the data active = activation above about 30%; also: 0% is about no effect
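Inducible HEK293 T-REx D1 cells, force-coupled to calcium signalling, were plated at 4000 cells/well with tetracycline and held overnight at 30 C. After no-wash calcium dye loading, compound-evoked calcium rise over 180 s flagged agonists.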
Starred values were filed as active, the others as inactive; ? = inconclusive; . = no result given; [ ] = remark or other dose. Unless noted, calls follow the shape of the dose curve; as a rule, active = well fitted curve in the direction sought with a large enough effect; inconclusive = small, poorly fitted or top-dose-only effect, or another doubt; inactive = no such curve, though single readings can be large; an effect the other way counts as inactive or inconclusive. An excerpt; the hit share may differ from the screen's.

The first three entries, to show the layout:
1: Cc1cccn2c(=O)cc(CSc3nnc(NC(=O)COc4ccc(F)cc4)s3)nc12
2: COc1cc(C(=O)Nc2cc(C)ccc2OCc2cc(=O)n3c(C)csc3n2)cc(OC)c1OC
3: Cc1nc(-c2ccc(Cl)cc2)sc1CCNC(=O)C(=O)Nc1ccccc1C#N

assay / compound,1,2,3
RXFP1 antag,-10,-1,-9
D1 antag,3,-3,-10
RXFP1 ag,11%,27%,17%
TRHR ag,0.0,0.0,0.0
D2 PAM,.,7,-7
D1 potentiator,2,3,-2
TRHR PAM,25,3,1
Apoferritin bind,-9%,5%,-7%
D1 ag,3,1,8

The listing, from the start:
1: Cc1cccn2c(=O)cc(CSc3nnc(NC(=O)COc4ccc(F)cc4)s3)nc12
2: COc1cc(C(=O)Nc2cc(C)ccc2OCc2cc(=O)n3c(C)csc3n2)cc(OC)c1OC
3: Cc1nc(-c2ccc(Cl)cc2)sc1CCNC(=O)C(=O)Nc1ccccc1C#N
4: CCOc1ccc(NC(=O)N2CCN(CC)CC2)cc1
5: CC(NC(=O)Nc1ccccc1)C(c1ccccc1)N1CCOCC1 (centres undefined)
6: Cc1ccc(NC2=C(Cl)C(=O)OC2OC(=O)c2ccco2)cc1C (centres undefined)
7: CC(/C=C1\N=C(SCc2ccccc2Cl)SC1=O)=C\c1ccccc1
8: CC(=O)C1=C(C)NC(=O)NC1c1ccc(Cl)cc1 (centres undefined)

assay / compound,1,2,3,4,5,6,7,8
RXFP1 antag,-10,-1,-9,-9,-7,-8,-10,2
D1 antag,3,-3,-10,5,12,-30*,-13,6
RXFP1 ag,11%,27%,17%,-0.6%,0.1%,0.9%,0.0%,0.7%
TRHR ag,0.0,0.0,0.0,1.3,-0.3,0.3,0.0,0.0
D2 PAM,.,7,-7,4,-12,4,6,1
D1 potentiator,2,3,-2,0,8,-8,1,-3
TRHR PAM,25,3,1,5,5,-4,5,-3
Apoferritin bind,-9%,5%,-7%,2%,8%,0%,?,-6%
D1 ag,3,1,8,2,2,8,1,0

9: CCCn1c(SCc2nc(-c3cc(OC)ccc3OC)no2)nnc1-c1ccc(Cl)cc1
10: O=C(CN1C(=O)c2cccc3cccc1c23)NCc1ccccn1
11: CC(C)Nc1nc(NC(C)C)nc(N(C#N)CCOc2ccc(Cl)cc2Cl)n1
12: O=C(CSc1nc(=O)n2ccccc2n1)Nc1ccc2c(c1)OCCO2
13: CCN(CCCc1ccccc1)CCCc1ccccc1
14: O=c1ccn(Cc2ccccc2)cc1
15: CC(=O)N(C)C1=C(N2CCOCC2)C(=O)c2ccccc2C1=O
16: Cc1cc(Br)c2c(c1)C(O)(N1CCCCC1C)C(=O)N2 (centres undefined)

assay / compound,9,10,11,12,13,14,15,16
RXFP1 antag,-7,-7,10,-2,-22,.,0,3
D1 antag,-2,-3,7,11,-19,13,19,3
RXFP1 ag,0.9%,2.5%,-1.4%,16%,1.9%,0.0%,-3.3%,4.0%
TRHR ag,-0.1,0.1,2.3,-0.4,0.1,0.2,1.0,-0.5
D2 PAM,-1,-3,5,3,-31,-16,3,18
D1 potentiator,0,2,-3,5,-5,-2,1,-4
TRHR PAM,-1,-3,5,4,-8,-3,0,1
Apoferritin bind,-11%,79%[activator],33%[activator],.,6%,4%,-13%,?
D1 ag,3,2,5,1,22,4,2,3

17: COc1ccc(C)cc1NC(=O)CN1CCN(S(=O)(=O)c2ccc(C(C)C)cc2)CC1
18: CCOC(=O)c1ccc(COC(=O)c2nonc2N)cc1
19: Cn1c(Cn2c(=O)sc3ccccc32)nnc1SCc1ccccc1F
20: COc1ccc(CNc2cccc(F)c2)cc1Br
21: COc1ccc(Nc2nc3ccccc3nc2-n2nc(C)cc2C)cc1
22: CC1CCCCN1C(=O)CSc1nc(C2CC2)nc2ccccc12 (centres undefined)
23: CCOc1ccc(OCC)c(NC(=O)CSc2nnnn2CC)c1
24: COc1ccc2c(c1)nc(NCCO)n2C

assay / compound,17,18,19,20,21,22,23,24
RXFP1 antag,-8,7,.,-21,-7,7,3,-2
D1 antag,0,-17,14,2,11,-1,-10,-4
RXFP1 ag,-2.6%,-0.6%,-1.3%,0.4%,1.1%,9.5%,1.6%,-1.0%
TRHR ag,1.6,0.1,0.2,-1.0,1.4,-0.1,-1.2,0.1
D2 PAM,.,3,-2,-6,-5,8,32*,10
D1 potentiator,-5,-8,.,-3,0,1,-1,0
TRHR PAM,-4,-4,9,17,-4,1,2,6
Apoferritin bind,-3%,-10%,2%,?,-5%,6%,-4%,-1%
D1 ag,4,7,3,4,7,2,0,5

25: CC(=O)c1ccccc1NS(=O)(=O)c1ccc2c(c1)CC(=O)N2
26: Cc1ccc(CN2C(=O)CCC2C(=O)NCc2ccc3c(c2)OCO3)cc1 (centres undefined)
27: C=CCn1c(N)c(C(=O)Nc2ccccc2)c2nc3ccccc3nc21
28: COc1cccc(CC(=O)Nc2c(C(=O)N3CCN(c4ccccc4)CC3)oc3ccccc23)c1
29: CCOC(=O)c1cc(-c2ccccc2)sc1N
30: CC(=O)Nc1ccc(Sc2ccccc2C(=O)O)c(C(=O)O)c1
31: Cc1ccc(C2(CCNCc3ccc(N(C)C)cc3)CCOC(C(C)C)C2)cc1 (centres undefined)
32: O=C(C[C@H]1C(=O)N(C2CCCCC2)C[C@@H]1Cc1ccccc1)Nc1ccccc1

assay / compound,25,26,27,28,29,30,31,32
RXFP1 antag,1,-21,11,-20,-12,15,?,.
D1 antag,3,-4,-36*,4,-7,-6,24,-16
RXFP1 ag,3.0%,-1.4%,0.5%,-2.6%,2.4%,-0.2%,1.0%,-1.3%
TRHR ag,-0.2,0.3,0.0,0.1,0.4,-1.0,1.2,-0.5
D2 PAM,-12,8,-1,-8,-6,-3,-9,-2
D1 potentiator,-5,1,-3,-1,-4,1,8,-3
TRHR PAM,13,-1,14,-1,28,-2,4,15
Apoferritin bind,.,-10%,4%,-1%,-10%,7%,-22%,-12%
D1 ag,2,-1,4,-1,-1,6,23,1

Structures shown so far with a cyano group (two):
3: Cc1nc(-c2ccc(Cl)cc2)sc1CCNC(=O)C(=O)Nc1ccccc1C#N
11: CC(C)Nc1nc(NC(C)C)nc(N(C#N)CCOc2ccc(Cl)cc2Cl)n1

assay / compound,3,11
RXFP1 antag,-9,10
D1 antag,-10,7
RXFP1 ag,17%,-1.4%
TRHR ag,0.0,2.3
D2 PAM,-7,5
D1 potentiator,-2,-3
TRHR PAM,1,5
Apoferritin bind,-7%,33%[activator]
D1 ag,8,5

Remaining list, next part.
33: Cc1cc(C)n(-c2ccccc2C#N)n1
34: COc1ccc(CC(=O)OCc2nnc(C3COc4ccccc4O3)o2)cc1OC (centres undefined)
35: C=CCN1C(=O)c2ccc(C(=O)NCC(c3ccccc3)N(C)C)cc2C1=O (centres undefined)
36: COC(=O)c1ccc2c(=O)n(-c3ccccc3F)c(=S)[nH]c2c1
37: Cc1ccc(S(=O)(=O)Nc2cccc3ncccc23)cc1
38: CN(C1CCS(=O)(=O)C1)S(=O)C12CC3CC(CC(C3)C1)C2 (centres undefined)
39: CN(C/C=C/c1ccccc1[N+](=O)[O-])Cc1ccccc1
40: Cc1ccccc1-n1ncc2c1CC(C)(C)CC2NC(=O)CSc1ccncc1 (centres undefined)

assay / compound,33,34,35,36,37,38,39,40
RXFP1 antag,4,-8,-10,.,20,-3,5,-11
D1 antag,-7,3,-8,1,-16,-15,-13,-3
RXFP1 ag,10%,1.5%,-0.9%,0.6%,-0.5%,2.4%,-1.8%,-0.5%
TRHR ag,0.1,-0.2,-0.6,0.3,0.0,-1.7,0.1,1.3
D2 PAM,3,-4,-7,6,1,25,-21,-4
D1 potentiator,-3,3,7,-8,1,-5,13,1
TRHR PAM,1,4,-2,-7,-3,10,-5,15
Apoferritin bind,12%,-15%,?,6%,0%,-4%,?,-14%
D1 ag,5,0,2,5,3,3,2,3

41: Cc1cccc(NC2=CC(=O)CC(C)(C)C2)c1C
42: CC1=C(C(=O)Nc2cc(C(=O)N3CCC(C)CC3)ccc2C)SCCO1
43: COc1ccccc1/C=C/C=N/n1c(-c2ccc(Cl)cc2Cl)n[nH]c1=S
44: c1ccc(CNC2=NCCCCC2)cc1
45: O=C(c1ccc2n[nH]nc2c1)N1CCN(c2ccc(C(F)(F)F)cn2)CC1
46: COc1ccc(CCN2CC(C(=O)NCc3ccco3)CC2=O)cc1OC (centres undefined)
47: Cc1n[nH]c(=S)n1/N=C/c1cccc(OCc2ccccc2)c1
48: O=[N+]([O-])c1ccc(OCCN2CCNCC2)cc1

assay / compound,41,42,43,44,45,46,47,48
RXFP1 antag,2,23,-26,10,8,-4,3,-21
D1 antag,-12,-5,-15,5,-9,-2,23,-6
RXFP1 ag,-1.0%,2.4%,1.1%,1.7%,0.2%,0.9%,0.2%,-1.1%
TRHR ag,0.6,0.0,-0.3,0.2,1.1,0.1,-0.6,5.3
D2 PAM,14,-2,2,-4,-9,13,1,-3
D1 potentiator,-4,-2,1,-12,-7,9,11,-4
TRHR PAM,4,4,-3,4,1,23,10,-9
Apoferritin bind,-11%,-16%,-1%,-5%,.,-16%,?,-5%
D1 ag,0,-1,3,2,1,3,2,5

49: CC(C)C(=O)NC(NC(=S)Nc1ccc(S(N)(=O)=O)cc1)C(Cl)(Cl)Cl (centres undefined)
50: CC(=O)c1sc(N)c(C(=O)OC(C)C)c1C
51: Cc1ccc(-c2cc(C(F)F)nc(NCc3cccnc3)n2)cc1
52: CCn1cc(C(=O)NCc2ccco2)c(=O)c2cc(S(=O)(=O)N3CCC(C)CC3)ccc21
53: S=C(Nc1ccc(Cl)cc1)NC1CCN(Cc2ccccc2)CC1
54: c1ccc(-c2cc3ccccc3[nH]2)cc1
55: COc1ccc2nc(NC(=O)CSc3nccc(C)n3)sc2c1

assay / compound,49,50,51,52,53,54,55
RXFP1 antag,3,-2,-3,-3,-7,.,13
D1 antag,9,-5,82,-6,-78*,-16,-3
RXFP1 ag,0.9%,0.9%,0.1%,2.4%,1.7%,0.1%,2.1%
TRHR ag,0.6,0.8,-0.6,0.0,4.8,-1.0,-0.1
D2 PAM,1,.,42*,5,-22,12,4
D1 potentiator,-3,2,8,-6,0,-2,-6
TRHR PAM,6,-7,4,-1,38*,18,1
Apoferritin bind,-2%,-3%,-10%,?,-18%,?,-19%
D1 ag,3,0,8,4,39*,1,6
